# High-throughput results from PubChem.
# hIAP act = increases human intestinal alkaline phosphatase activity; P09923; purified human IAP, CDP-Star luminescence, 30 min; hits give high values; 1 = vehicle-only enzyme, 0 = enzyme-free background; activation factor at 10 µM; 0.16% of 330,000 active;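 active = activation factor of the enzyme at least 2-fold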; also: the source names both 10 and 20 µM as test concentration; values of inactives mirror those of a sister screen read the other way
# Target sequence (P09923 whole entry, looked up): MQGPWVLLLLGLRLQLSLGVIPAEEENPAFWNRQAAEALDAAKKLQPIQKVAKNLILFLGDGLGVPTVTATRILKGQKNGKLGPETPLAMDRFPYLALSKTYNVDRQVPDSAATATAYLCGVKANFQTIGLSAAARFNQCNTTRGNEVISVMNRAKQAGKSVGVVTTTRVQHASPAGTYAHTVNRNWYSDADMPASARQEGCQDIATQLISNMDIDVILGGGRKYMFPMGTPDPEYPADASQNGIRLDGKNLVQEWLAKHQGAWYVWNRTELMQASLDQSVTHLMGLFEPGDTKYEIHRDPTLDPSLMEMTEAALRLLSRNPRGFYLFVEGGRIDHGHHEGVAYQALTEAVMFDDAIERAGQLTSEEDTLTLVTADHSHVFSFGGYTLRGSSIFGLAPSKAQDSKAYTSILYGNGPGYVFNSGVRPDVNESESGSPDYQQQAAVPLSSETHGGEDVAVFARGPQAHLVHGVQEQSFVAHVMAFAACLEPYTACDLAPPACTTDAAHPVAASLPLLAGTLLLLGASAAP
# mIAP act = mouse IAP activation; AID 2805; muIAP, CDP-Star luminescence, 30 min; hits give high values; 1 = vehicle-only enzyme signal, 0 = enzyme-free wells; activation factor at 10 µM; 0.24% of 330,000 active;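 active = activation factor of at least 2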; also: the source names both 10 and 20 µM as test concentration; values of inactives mirror those of a sister screen read the other way
#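 Assay system: mouse IAP enzyme; Reagent: CDP-Star chemiluminescent phosphatase substrate; Compound: DMSO-dissolved test compounds; Incubation: 30 min, room temperature; Technique: luminescence from enzymatic CDP-Star hydrolysis; Controls: DMSO-only wells and no-enzyme negative control.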
# SENP1 FRET inh = inhibitors of human SENP1 SUMO protease catalytic domain; Q9P0U3; recombinant SENP1 catalytic domain, CyPet-SUMO1-YPet FRET cleavage; inhibition, % at 10 µM; 0.21% of 360,000 active; AID 624204;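 active = inhibition at least 30% at 10 µM, raw YFP signal under a set limit, fluorescence ratio 0.5 to 1.5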;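 also: 0% = enzyme with DMSO and 100% = no enzyme wells; some results filed as inactive read as strong as hits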
# Target sequence (Q9P0U3 419-644 limits assumed): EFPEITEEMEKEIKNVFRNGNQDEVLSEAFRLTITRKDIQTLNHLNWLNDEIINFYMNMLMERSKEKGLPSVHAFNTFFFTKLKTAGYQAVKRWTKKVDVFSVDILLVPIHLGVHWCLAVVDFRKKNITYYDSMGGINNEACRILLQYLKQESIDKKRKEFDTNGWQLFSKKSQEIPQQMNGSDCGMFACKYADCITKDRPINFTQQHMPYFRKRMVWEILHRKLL
#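 Assay system: hSENP1 catalytic domain, recombinant. Amount: SENP1 enzyme, 20 pM final. Schedule: 50 min reaction, RT, dark. Technique: FRET, CFP and YFP emission. Control set: no-enzyme wells low, DMSO-plus-enzyme wells high control.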
# mIAP block = mouse IAP inhibition. purified mouse IAP, CDP-Star luminescence, 30 min. inhibition, % at 10 µM. 0.2% of 330,000 active;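 active = inhibition of at least 40% at 10 µM in the primary screen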;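 also: plate controls were DMSO with enzyme for no effect and no enzyme wells for full effect; values of inactives mirror those of a sister screen read the other way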
# APOBEC3G inh = APOBEC3G (human) deaminase inhibition. inhibition, % at 20 µM. Q9HC16. AID 493012. recombinant A3G, ssDNA deamination FAM/TAMRA fluorescence. 0.28% of 330,000 active;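 active = inhibition of at least 40% at 20 µM, with no more than 30% in the related APOBEC3A deaminase screen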;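 also: plate controls were DMSO wells with A3G for no effect and wells lacking A3G enzyme for full effect; some compounds called inactive have numbers as strong as hits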
# beta cell repl = induces beta-cell replication in MIN6 cells | 0.29% of 330,000 active | proliferation, % at 10 µM | MIN6 cells proliferation, ATPlite luminescence, 48 h; cells starved in 0.2% serum; 100% = growth in 10% serum;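 active = compounds whose signal lies at least 3.5 SD above the mean of all wells on their plate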;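 also: 0% = DMSO-treated cells in low-serum medium and 100% = 10% serum control; some compounds called inactive have numbers as strong as hits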
# APOBEC3A inh = human APOBEC3A DNA deaminase inhibition; P31941; AID 493011; recombinant A3A, FAM/TAMRA ssDNA deamination fluorescence; inhibition, % at 20 µM; 0.41% of 330,000 active;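 active = at least 40% inhibition at 20 µM here, with at most 30% in a related deaminase screen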;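 also: plate controls were A3A with DMSO for no effect and wells lacking A3A enzyme for full effect; some results filed as inactive read as strong as hits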
# Target sequence (P31941 whole entry, looked up): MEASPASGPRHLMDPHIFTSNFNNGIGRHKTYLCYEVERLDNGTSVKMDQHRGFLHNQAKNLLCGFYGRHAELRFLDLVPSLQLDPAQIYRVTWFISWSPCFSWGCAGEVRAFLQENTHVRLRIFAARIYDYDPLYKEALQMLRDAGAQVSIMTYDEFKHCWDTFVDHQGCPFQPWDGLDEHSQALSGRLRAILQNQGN
# hIAP inh = human IAP inhibition; P09923; purified IAP, CDP-Star luminescence, 30 min; inhibition, % at 10 µM; 0.12% of 330,000 active; AID 2544;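 active = inhibition reaching a set limit with compound at 10 µM in the primary screen, cut at about 35% in these data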;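 also: plate controls were DMSO wells with enzyme for no effect and no-enzyme buffer wells for full effect; values of inactives mirror those of a sister screen read the other way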
# NLRP3 yeast inh = blocks the NALP3 inflammasome reconstituted in yeast; AID 2825; Yeast reconstituted NLRP3/ASC/caspase-1, beta-gal luminescence, 24 h; inhibition, % at 10 µM; 0.39% of 330,000 active;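 active = inhibition of 50% or more; inactive = inhibition below 50%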;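 also: plate controls were induced DMSO wells for no effect and uninduced yeast grown without galactose for full effect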
# * hit, by the source's call; / = no result given. These rows are one share of the data (hit frequency here may not be typical).
SMILES,hIAP act,mIAP act,SENP1 FRET inh,mIAP block,APOBEC3G inh,beta cell repl,APOBEC3A inh,hIAP inh,NLRP3 yeast inh
CCNc1cc(N2CCN(S(=O)(=O)c3ccc4c(c3)CCCC4)CC2)ccc1[N+](=O)[O-],1.1,0.95,4,5,0,-6,4,-6,12
CCCn1c(=O)c2ccccc2n2c(SCC(=O)c3ccc(CC)cc3)nnc12,0.93,0.96,0,4,-2,-3,1,7,14
CCOc1cccc(=O)c2c(C)n(C)c(C)c12,0.99,1,21,-3,0,-1,4,0,4
CCC(C)(C)NC(=O)Cn1c(=O)oc2cc(S(=O)(=O)N3CC(C)CC(C)C3)ccc21 (configuration not stated),1.1,0.97,2,3,-8,-1,-4,-6,4
CCOc1cc(/C=N/OC(C)=O)ccc1OCc1ccccc1,1.1,0.96,1,4,-7,2,-2,-9,25
Cc1ccc(-n2c(-c3ccccc3)n[nH]c2=S)cc1,0.8,0.94,1,6,36,2,-3,20,15
CCC(=O)Nc1ccc2nc(C)n(Cc3ccccc3Cl)c(=O)c2c1,0.87,0.91,-1,10,-3,0,-4,13,14
CC(NC(=O)CSc1nnc(CC(=O)Nc2ccc(Cl)c(Cl)c2)n1C)c1ccccc1 (configuration not stated),0.9,1.1,2,-7,15,1,47*,10,7
C=CCNC(=O)/C(=C\C=C\c1ccccc1)NC(=O)c1ccc(OCCCC)cc1,1.1,0.91,-19,9,-1,-5,-1,-7,22
CC(C)C(NC(=O)OCc1ccccc1)C(=O)NC(Cc1ccc(O)cc1)C(=O)O (configuration not stated),0.96,1.1,2,-7,0,-4,-4,4,6
CC(C)CNC(=O)CC(c1ccccc1)c1c(O)ccc2ccccc12 (configuration not stated),0.98,1.1,0,-8,-1,-1,-2,2,-33
Cc1ccc(S(=O)(=O)N(C)c2ccccc2)cc1,0.95,1,0,0,0,2,-1,5,-4
Clc1ccc(CSc2nnc(-c3ccccn3)n2Cc2ccco2)c(Cl)c1,0.8,0.88,-2,12,-2,-5,-1,20,0
COc1ccc(NC(=O)Nc2cc(C)ccc2OC)cc1,0.98,1,4,-3,-2,-2,3,2,43
Cc1cccc(C(=O)N2CCN(c3ccc([N+](=O)[O-])c(N4CCOCC4)c3)CC2)c1,0.89,0.91,4,9,3,-3,0,11,14
O=C(COC(=O)c1cc[n+]([O-])cc1)Nc1ccccc1Cl,0.98,1,-3,-2,-3,-3,1,2,15
Cc1ccc(-n2c(SCC(=O)O)nc3c(sc(=S)n3-c3ccc(C)c(C)c3)c2=O)cc1,0.92,0.95,1,4,-4,1,-3,8,4
CC(=O)c1cccc(Nc2cc(C)nc3ccccc23)c1,1,1.1,2,-5,1,3,8,-3,-4
N#Cc1ccccc1S(=O)(=O)N1CCN(C(=O)c2cc(=O)[nH]c3ccccc23)CC1,1.1,1.1,-1,-10,-2,-3,-3,-10,8
O=C(OCC(=O)N1CCc2ccccc21)c1n[nH]c(=O)c2ccccc12,0.91,0.95,-1,5,-4,-5,-2,10,13
Cn1c(=O)cc(OCC(=O)N2CCN(c3ccccc3F)CC2)c2ccccc21,0.93,1,-1,-1,-1,0,3,7,8
CN1C(=O)/C(=C\c2ccncc2)SC1=Nc1ccccc1,0.99,0.92,1,8,-7,3,-2,1,28
Cc1ccccc1NC(=O)CN1C(=O)COc2ccc(S(=O)(=O)N3CCCC3)cc21,1.1,1.1,2,-5,-5,-2,-4,-13,11
Cc1ccc(NC(=O)CSCCc2ccccn2)nc1,0.86,0.99,0,1,-6,-1,-2,14,-1
Cc1ccc(C(=O)NC(=S)Nc2ccc(NC(=O)c3cccs3)cc2)cc1[N+](=O)[O-],1.1,0.89,0,11,2,0,-1,-5,-1

# Five compounds from above, limited to APOBEC3A inh:
SMILES	APOBEC3A inh
Cc1ccc(-n2c(SCC(=O)O)nc3c(sc(=S)n3-c3ccc(C)c(C)c3)c2=O)cc1	-3
CC(C)C(NC(=O)OCc1ccccc1)C(=O)NC(Cc1ccc(O)cc1)C(=O)O (configuration not stated)	-4
Cc1ccccc1NC(=O)CN1C(=O)COc2ccc(S(=O)(=O)N3CCCC3)cc21	-4
N#Cc1ccccc1S(=O)(=O)N1CCN(C(=O)c2cc(=O)[nH]c3ccccc23)CC1	-3
CC(C)CNC(=O)CC(c1ccccc1)c1c(O)ccc2ccccc12 (configuration not stated)	-2

# (more compounds)
SMILES,hIAP act,mIAP act,SENP1 FRET inh,mIAP block,APOBEC3G inh,beta cell repl,APOBEC3A inh,hIAP inh,NLRP3 yeast inh
COCCNc1nnc(SC(C)C(=O)Nc2c(C)n(C)n(-c3ccccc3)c2=O)s1 (configuration not stated),1,0.99,1,1,-4,0,0,-1,16
COc1ccc(Cl)cc1NC(=O)CNCC(c1ccccc1)N(C)C (configuration not stated),1.3,1,3,-1,-3,2,4,-33,-2
N#CC1=C2SCN(c3ccccc3)CN2C(=O)CC1c1ccccc1Cl (configuration not stated),0.97,0.97,-2,3,57*,-3,-1,3,18
Cn1cccc1C(=O)OCC(=O)NCCCc1ccccc1,0.87,1.1,1,-9,-7,-3,-2,13,-12
CC(C)OC(=O)c1cc2ccccc2[nH]1,1.1,0.9,2,10,-5,-3,1,-10,32
Cc1ccc(NS(=O)(=O)c2ccc3c(c2)oc(=O)n3C)cc1C,1,1,2,0,0,-3,0,-1,7
Cc1ccc(S(=O)(=O)Nc2cccc(C(=O)NCC(c3ccc(F)cc3)N3CCOCC3)c2)cc1 (configuration not stated),1.1,0.99,-2,1,-2,-5,0,-5,10
Cc1nnc(NC(=O)CSc2nnc(Cc3cccn3C)n2-c2cccc(C(F)(F)F)c2)s1,1.1,1,1,-1,-14,-1,-10,-14,-3
COC(=O)c1ccc(NC(=O)CCc2c(C)nc3ncnn3c2C)cc1,0.98,0.96,1,4,-5,0,-2,2,8
Cc1cnn(CCC(=O)NNC(=S)Nc2cccc(Cl)c2)c1,1.2,1.1,2,-9,7,0,3,-16,17
Cc1ccc(S(=O)(=O)NCCC(=O)N(C)Cc2cccs2)cc1,0.84,1,0,-3,-6,9,-1,16,8
CCc1cc(C(c2cccc(OC)c2)N2CCOCC2)c(NC(=O)c2ccccc2)s1 (configuration not stated),1.2,1.1,1,-7,-7,-6,-22,-15,12
O=C(Nc1ccccc1)Nc1cnccn1,1,1,4,-3,1,2,-1,0,9
N#CCCN1CCn2c1nc1ccccc12,1,1,1,0,-6,-3,-2,-1,5
COc1cc(NS(=O)(=O)c2ccc(NC(C)=O)cc2)nc(OC)n1,1.1,1,1,-3,-9,-1,-1,-11,10
C=C(C)CC1Nc2ccccc2NC1CC(=C)C (configuration not stated),1,1,-23,0,-3,-3,-3,-1,7
Cc1cccc(Nc2ccc(C(=O)N3CCOCC3)cn2)c1,1.2,1,1,-4,-9,-1,-3,-17,10
COc1c(-c2ccc([N+](=O)[O-])cc2[N+](=O)[O-])c(=O)n(C)c(=O)n1C,0.99,0.92,-6,8,-5,-5,0,1,13
O=[N+]([O-])c1cc(S(=O)(=O)C(F)(F)F)ccc1Sc1nc2ccccc2s1,0.96,0.95,1,4,-4,-5,-3,4,38
CCCNC(=O)c1ccc2c(=O)c(O)c(-c3ccsc3)[nH]c2c1,1.3,0.96,-1,4,-4,-4,-2,-33,14
O=C(O)/C=C/C(=O)O,0.89,1.1,0,-10,1,-2,4,11,1
O=C(CSc1ccc2nnc(-c3cccnc3)n2n1)NCc1ccc2c(c1)OCO2,0.78,0.98,0,2,-7,4,0,22,-7
CS(=O)(=O)c1nc(-c2ccco2)cc(C(F)(F)F)n1,1.3,1,/,-1,-6,-6,2,-27,37
COc1cc(CN2CCN(C(O)(c3ccccc3)c3ccccc3)CC2)cc(OC)c1OC,1.2,1,1,-3,-1,-5,-7,-21,15
O=C(Oc1ccc2c3c(c(=O)oc2c1)CCCC3)c1ccco1,0.95,1,-81,-2,2,-2,4,5,18

# Reprinted from the part before: 2 entries, then new ones.
SMILES,hIAP act,mIAP act,SENP1 FRET inh,mIAP block,APOBEC3G inh,beta cell repl,APOBEC3A inh,hIAP inh,NLRP3 yeast inh
COc1cc(CN2CCN(C(O)(c3ccccc3)c3ccccc3)CC2)cc(OC)c1OC,1.2,1,1,-3,-1,-5,-7,-21,15
O=C(Oc1ccc2c3c(c(=O)oc2c1)CCCC3)c1ccco1,0.95,1,-81,-2,2,-2,4,5,18
COc1ccc(S(=O)(=O)N2CCCC2)cc1C(C)C,0.88,0.95,0,5,-4,3,0,12,24
FC(F)Oc1ccc(NC(=S)NCc2ccccc2)cc1Cl,1.2,2.2*,1,-124,7,-7,0,-19,8
Cc1ccccc1NC(=O)CSc1nc(N)c2c3c(sc2n1)CSC(C)(C)C3,0.89,1.1,-4,-6,-8,-5,-2,11,4
O=C(CSc1cccc2cccnc12)OCC(=O)c1ccccc1,1,0.91,3,9,-2,-3,1,0,12
CC1CCCN(C(=O)CN(C)S(=O)(=O)c2ccc3c(c2)c(=O)n(C)c(=O)n3C)C1 (configuration not stated),0.78,0.97,1,3,-2,-2,0,22,1
CCc1nnc(SCC(=O)NCCC2=CCCCC2)nc1CC,1.1,0.96,0,4,3,1,-1,-7,8

# Part of the list above in a different format:
# Every second line gives: hIAP act	mIAP act	SENP1 FRET inh	mIAP block	APOBEC3G inh	beta cell repl	APOBEC3A inh	hIAP inh	NLRP3 yeast inh
> Cc1ccccc1NC(=O)CSc1nc(N)c2c3c(sc2n1)CSC(C)(C)C3
    0.89	1.1	-4	-6	-8	-5	-2	11	4
> O=C(CSc1cccc2cccnc12)OCC(=O)c1ccccc1
    1	0.91	3	9	-2	-3	1	0	12
> CC1CCCN(C(=O)CN(C)S(=O)(=O)c2ccc3c(c2)c(=O)n(C)c(=O)n3C)C1 (configuration not stated)
    0.78	0.97	1	3	-2	-2	0	22	1

# Entries of single compounds from above. Screens in order: hIAP act | mIAP act | SENP1 FRET inh | mIAP block | APOBEC3G inh | beta cell repl | APOBEC3A inh | hIAP inh | NLRP3 yeast inh
# FC(F)Oc1ccc(NC(=S)NCc2ccccc2)cc1Cl as listed: 1.2 | 2.2* | 1 | -124 | 7 | -7 | 0 | -19 | 8
# CCc1nnc(SCC(=O)NCCC2=CCCCC2)nc1CC as listed: 1.1 | 0.96 | 0 | 4 | 3 | 1 | -1 | -7 | 8
